TRPV1 ag – agonists of human vanilloid receptor 1 (TRPV1). TRPV1-expressing cells, Fluo-8 calcium influx, agonist mode. Q8NER1. activation, % at 8.33 µM. hit rate 0.19% among 320,000; in the data active means activation above about 80%; inconclusive means between about 30% and that limit; further: 0% is about no effect
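Fluo-8 calcium influx in TRPV1-expressing cells, kinetic read (ex 480/em 520 nm). Compound added and read 3 min for agonist activity, followed by capsaicin at EC20 final and 2 min further read for enhancement.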
USP2a inh – inhibitors of human ubiquitin-specific protease USP2a. O75604. USP2 core, Ub-CHOP2 coupled fluorogenic reporter, 485/531. Potency, µM (titrated, usually from 38.3 µM), without a hit: at the top dose activity change, negative = inhibition, hits mostly inhibitors. hit rate 0.01% among 330,000. AID 463254;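 further: potency means the concentration at half of the fitted maximal effect; plate controls were DMSO wells for no effect and full inhibition by NEM control for full effect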
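USP2 core (10nM final) preincubated 30min RT with compound in 20mM Tris-HCl pH 8.0, 2mM CaCl2, 2mM beta-mercaptoethanol, 0.05% CHAPS; 25nM Ub-CHOP2 plus 25nM reporter substrate added, fluorescence (Ex485/Em531) read after 60min.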
hERG WT inh – blocks the wildtype human KCNH2 potassium channel | Q12809 | activity change, % at 1.84 µM | U2OS, BacMam KCNH2, thallium flux FluxOr; hits give low values | AID 720551 | hit rate 0.37% among 340,000;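 active means maximum activity change below -70%; inconclusive means maximum activity change between -70% and -50%; inactive means maximum activity change above -50%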; further: on the % scale 0 is the no-effect control and ±100 the full control effect
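U2OS cells were transduced with wild-type KCNH2 virus (2.03 x 10^8 / mL) for 4 h at room temperature, then cultured overnight at 37 C. Thallium flux was read with FluxOr dye. Rate constants were normalized to DMSO controls.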
TSHR antag – antagonists of human thyroid stimulating hormone receptor | P16473 | TSHR-expressing cells, TSH-stimulated cAMP HTRF, 2 h; hits give low values | activity change, negative = inhibition, % at 11.5 µM | hit rate 0.2% among 330,000 | AID 504810;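 active means activity change below a set negative limit, meaning inhibition stronger than a set level, cut at about -70% in these data; inconclusive means activity change between two set negative limits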; further: on the % scale 0 is the no-effect control and ±100 the full control effect
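Read-out is FRET at 665 nm (cryptate excitation 337 nm) from a cryptate-tagged anti-cAMP antibody, competed by cell cAMP against cAMP-d2. Compounds are tested on freshly harvested TSHR cells challenged with 4nM TSH (EC80) for 2 hours at 37 deg C.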
ELG1 repair inh – inhibitors of ELG1-dependent DNA repair in HEK293T cells | HEK293T ELG1-luciferase reporter, luminescence, 16 h; DNA damage induced by 5-fluorouridine | Potency, µM (titrated, usually from 46.1 µM), for inactives: at the highest dose activity change, negative = inhibition, actives largely listed as inhibitors | hit rate 2.3% among 330,000; further: potency means the concentration at half of the fitted maximal effect; on the % scale 0 is the no-effect control and ±100 the full control effect; nearly all actives have a fitted effect of over 55% in size
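In this reporter screen, reduction of luminescence relative to DMSO vehicle indicated activity. Compounds and 5-fluorouridine were added together to 2,000 cells per well, incubated for 16 hr at 37 °C, then developed with ONE-Glo.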
A-T KAP1 phos – potential ataxia-telangiectasia treatment; […] A-T fibroblasts, KAP-1 phosphorylation AlphaLISA; neocarzinostatin DNA damage 30 min before lysis; Potency, µM (doses to about 57.5 µM), without a hit: at the top dose activation, hits mostly activators; hit rate 0.19% among 320,000; AID 485349; further: potency means the concentration at half of the fitted maximal effect; % of control where 0% means no effect; nearly all actives have a fitted effect of over 45% in size
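hTERT-immortalized A-T patient fibroblasts ([…]), 500 cells/well in OPTI-MEM, 1% FBS, got compounds for 60 min, then NCS for 30 min at 37C. Lysates were then assayed for phospho-KAP-1 by AlphaLISA (anti-pKAP1 donor, anti-KAP1 acceptor beads), 6 hr at 25C.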
TCR act – T cell receptor activation; Potency, µM (highest dose often 9.22 µM), without a hit: top-dose activation of IL-2 secretion, most hits filed as activators; primary human leukocytes, anti-CD3, IL-2 HTRF, 48 h; 330,000 tested, under 10 active; further: % of control where 0% means no effect
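48 hr co-incubation of compounds, a-CD3 beads and primary human leukocytes; IL-2 quantified homogeneously by HTRF with anti-IL-2 K and d2 conjugates.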
KCNH2 3.1 block – blocks the human KCNH2 3.1 channel isoform. U2OS KCNH2 3.1, thallium flux FluxOr; hits give low values. activity change, % (tested at about 1.8 µM). hit rate 0.95% among 340,000. AID 720553;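 active means maximum activity change below -70%; inconclusive means maximum activity change from -70% to -50%; inactive means maximum activity change above -50%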;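 further: thallium influx rate constant from kinetic fluorescence after stimulation buffer; on the % scale 0 is the no-effect control and ±100 the full control effect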
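We transduce U2OS cells with the mutant 3.1 virus, culture them overnight, load FluxOr with Red40 quencher for 45 min, then add stimulation buffer and read kinetically for 2 min to derive a normalized rate constant.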
Mito fusion yeast – blocks mitochondrial division or promotes mitochondrial fusion; hit rate 0.23% among 320,000; S. cerevisiae fusion-defective mutant growth rescue, CellTiterGlo 48 h; Potency, µM (doses to about 46.1 µM), without a hit: top-dose growth rescue (activation), hits mostly activators;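 further: potency means the concentration at half of the fitted maximal effect; % of control where 0% means no effect; nearly all actives have a fitted effect of over 45% in size; temperature-sensitive fusion mutants such as fzo1-1 at 37 °C on non-fermentable ethanol glycerol medium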
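Yeast fusion mutant, YPEG (non-fermentable carbon), compound, 48 h at 37C non-permissive; CellTiterGlo added, 10 min RT, luminescence read. Rescued growth = division inhibition.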
Eya2 inh – Eya2 (human) phosphatase inhibition; O00167; recombinant Eya2, OMFP fluorescence dephosphorylation (OMFP is methylfluorescein phosphate); Potency, µM (top dose mostly 76.9 µM), for inactives: top-dose activity, negative = inhibition, usual class: inhibitors; hit rate 0.006% among 330,000; AID 488837; further: potency means the concentration at half of the fitted maximal effect; on the % scale 0 is the no-effect control and ±100 the full control effect
Target sequence (O00167 whole entry, looked up): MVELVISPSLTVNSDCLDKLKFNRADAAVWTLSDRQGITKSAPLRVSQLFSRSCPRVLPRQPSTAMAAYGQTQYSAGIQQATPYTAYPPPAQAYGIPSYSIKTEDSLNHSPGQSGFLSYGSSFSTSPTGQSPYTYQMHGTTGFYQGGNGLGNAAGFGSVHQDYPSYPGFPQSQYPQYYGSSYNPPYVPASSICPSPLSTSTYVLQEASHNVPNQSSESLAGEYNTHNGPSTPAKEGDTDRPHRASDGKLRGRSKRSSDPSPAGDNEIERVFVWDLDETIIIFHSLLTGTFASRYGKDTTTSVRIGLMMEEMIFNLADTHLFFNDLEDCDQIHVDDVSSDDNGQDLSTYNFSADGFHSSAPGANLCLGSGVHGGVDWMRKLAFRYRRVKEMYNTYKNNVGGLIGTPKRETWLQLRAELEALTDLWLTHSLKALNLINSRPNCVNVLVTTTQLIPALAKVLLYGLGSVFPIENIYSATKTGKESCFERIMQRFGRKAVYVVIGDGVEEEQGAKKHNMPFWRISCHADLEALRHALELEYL
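Eya2 protein (added as 0.2 uM solution) was preincubated with compound for 10 min at ambient temperature in 50 mM HEPES pH 7.5, 50 mM NaCl, 5 uM MgCl2, 0.05% BSA, 1 mM DTT. OMFP (added at 50 uM) then reacted 10 min; fluorescence read at 485/525 nm.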
Starred values were filed as active, the others as inactive; ? = inconclusive; . = no result given; [ ] = remark or other dose. Unless noted, the call rests on the fitted dose curve; in most records, active means well fitted curve in the direction sought with a large enough effect; inconclusive means small, poorly fitted or top-dose-only effect, or another doubt; inactive means no such curve, though single readings can be large; an effect the other way counts as inactive or inconclusive.

SMILES | TRPV1 ag | USP2a inh | hERG WT inh | TSHR antag | ELG1 repair inh | A-T KAP1 phos | TCR act | KCNH2 3.1 block | Mito fusion yeast | Eya2 inh
O=C(Cc1ncn[nH]1)NCCc1ccccc1 | . | -0.2% | 9.2 | -7.6 | ? | 1.7% | -1.3% | 8.2 | 0.2% | -5.9%
C=C(C)CNC(=S)N/N=C/c1c(F)cccc1F | 4.6 | 0.9% | -2.5 | -1.2 | -4.9% | -8.4% | . | 9.1 | -14.5% | 19.7%
COc1ccc(N2CCN(c3nc(NC(C)(C)C)nc(N4CCCCC4)n3)CC2)cc1 | -8.9 | -3.5% | -17.5 | 0.7 | 0.2% | -3.9% | 2.4% | -16.8 | ? | -11.0%
COc1ccc(CNC(=O)CN2C(=O)C(c3ccccc3)Oc3cccnc32)cc1 (centres undefined) | 1.6 | 6.0% | -2.8 | 10.0 | 6.9% | 11.5% | -0.8% | 3.3 | 0.2% | 2.5%
COc1ccc(C(=O)NCCCN2CCOCC2)cc1OC | 2.0 | 0.4% | -13.1 | -9.9 | 4.5% | -2.5% | -28.6% | -4.3 | -0.6% | 18.9%
C/C(CC(=O)Nc1ccc2c(c1)OCCO2)=N\NC(=O)COc1ccc(C)cc1Br | 1.8 | 0.2% | -2.8 | 1.1 | 0.0% | -2.5% | -1.0% | 0.2 | -5.7% | -12.5%
O=C(CCl)N(Cc1cc(=O)[nH]c2ccccc12)c1ccccc1 | -5.3 | -0.3% | 8.8 | 3.2 | 13µM* | 5.3% | 2.7% | 1.6 | -17.5% | -12.1%
CCCN1CCN(CCCNC(=O)c2ccc(CS(=O)c3ccccc3C)o2)CC1 (centres undefined) | 0.8 | 1.7% | 8.4 | 3.2 | 16.0% | 2.8% | -5.6% | -14.0 | -0.5% | 1.8%
Cc1[nH]c2ccccc2c1SCc1ccccc1 | 5.1 | -0.2% | -35.0 | 12.0 | -21.0% | 8.5% | -3.3% | 1.0 | -3.9% | 7.9%
CCCSc1nnc(N2C(=O)CC(c3ccsc3)C3=C2CCCC3=O)s1 (centres undefined) | 11.7 | -0.6% | -4.5 | 5.4 | 16.9% | 10.1% | -1.5% | -2.7 | -4.3% | 9.6%
CC(C)OC(=O)NS(=O)(=O)c1cccc([N+](=O)[O-])c1 | 1.4 | 0.4% | 5.4 | 1.5 | 13.8% | -0.4% | -1.4% | 7.3 | -3.6% | -12.2%
Cc1ccc(NC(=O)CCNC(=O)c2ccco2)cc1F | -1.5 | 3.7% | 9.3 | -1.0 | 2.6% | -9.4% | -0.8% | ? | -2.3% | -29.1%
O=C(NC1=NCCS1)c1cccc(N2C(=O)c3ccccc3C2=O)c1 | 14.8 | -0.9% | -12.9 | -1.1 | 13.8% | -1.3% | 0.1% | -1.5 | -0.8%[9.22 µM] | 13.5%
Cc1noc(NS(=O)(=O)c2ccc(NC(=O)c3cnc4n(c3=O)CCS4)cc2)c1C | -0.9 | 0.7% | -0.3 | 1.5 | -3.3% | -0.5% | 1.6%[46.1 µM] | 19.1 | -4.8% | 1.2%
CCN(CC(=O)NCc1cccs1)S(=O)(=O)c1cccc(Br)c1 | 13.6 | 0.6% | 2.2 | -10.2 | 13.0% | 5.0% | 6.9% | -17.2 | 4.2% | -4.0%
COc1ccccc1-c1nc(SCc2ccccn2)n[nH]1 | 5.3 | 0.0% | -0.2 | 14.3 | ? | 3.8% | 2.8% | 2.9 | -4.2% | 4.5%
COC(=O)C1CN(C(=O)C(C)Oc2ccccc2F)c2ccccc2O1 (centres undefined) | -0.2 | 0.9% | 10.5 | 1.0 | -0.2% | 0.0% | -9.4% | 5.0 | -10.6% | 7.6%
O=C(Nc1ccccc1)N1CCCN(c2ccc(C(F)(F)F)cn2)CC1 | ? | 2.6% | -6.8 | -6.5 | -22.5% | -10.5% | -5.1% | 1.5 | -4.2% | -7.4%
CC(=O)OC(/C(O)=C(\C#N)c1nc2ccccc2[nH]1)c1ccccc1 (centres undefined) | 5.0 | -0.4% | -7.2 | -3.4 | -11.4% | 9.0% | 2.7% | -12.4 | -2.6% | -7.2%
O=C(Cn1c(=O)[nH]c2ccsc2c1=O)N1CCN(c2ccc(F)cc2)CC1 | -3.7 | 4.7% | 9.0 | 3.7 | -8.6% | 0.6% | -1.4%[46.1 µM] | 9.4 | -1.7% | 6.5%
CCOc1cc(CN2CCN(c3ccc(C(C)=O)cc3)CC2)ccc1OC | . | -2.9% | 21.5 | -19.7 | -1.2% | 2.7% | . | -20.3 | -0.3% | -10.9%
Cc1ccc(F)c(NC(=O)c2ccc(Cn3cc(Cl)cn3)cc2)c1 | ? | 1.1% | 16.4 | 2.0 | ? | -2.3% | -3.5% | 7.1 | 1.9% | -1.5%
N#CCc1ccc(NS(=O)(=O)c2ccc(N3CCCC3=O)cc2)cc1 | -0.1 | 0.4% | -12.7 | -6.1 | -1.2% | 2.4% | -0.3%[46.1 µM] | -1.9 | 0.4% | 5.6%
CC1(C)CC(=O)c2c(nn(-c3ccccc3)c2-c2ccncc2)C1 | 0.9 | 1.8% | 1.3 | 8.2 | ? | 1.7% | -4.2%[46.1 µM] | 5.8 | -2.8% | 0.5%
CCOC(=O)C(=O)c1c(-c2ccccc2)nc2ccccn12 | 0.8 | -1.8% | 2.2 | 18.8 | -25.6% | 6.5% | -20.1% | -12.7 | 2.4% | -2.5%
CN(C)NC(=S)Nc1ccc(S(=O)(=O)N2CCCCC2)cc1 | 4.0 | -1.6% | 4.1 | -5.9 | -5.9% | -1.7% | -2.9% | -4.5 | -2.1% | 6.4%
O=C(NCCC1=CCCCC1)c1cnsn1 | ? | -3.5% | 6.7 | 2.5 | ? | 7.4% | -3.8% | -2.0 | -2.2% | -26.4%
CCOC(=O)NN1C(=O)c2ccccc2NC1C (centres undefined) | -3.7 | 8.8% | -10.4 | 9.1 | 13.4% | 0.5% | 0.2% | 5.0 | 3.1% | 15.5%
CC(Sc1ncccn1)C(=O)NNC(=O)c1cccc(Cl)c1 (centres undefined) | . | 1.3% | -3.3 | -2.7 | 10.4% | 4.7% | -11.3% | 1.9 | . | 3.0%
Cc1ccc(CN2CCN(Cc3cn[nH]c3-c3cccc(F)c3)CC2CCO)o1 (centres undefined) | -1.6 | 0.2% | 4.9 | 9.9 | -1.8% | 2.4% | -1.7% | -10.0 | -2.4% | 0.5%
COc1ccc(C(=O)NCc2ccon2)cc1OC1CCN(C(C)C)CC1 | 1.4 | -0.9% | -10.9 | 11.3 | 19.7% | -1.5% | -0.3% | -9.4 | -3.9% | -7.8%
O=C(O)c1ccccc1-c1ccccc1C(=O)NCc1ccccc1Cl | -2.3 | 0.7% | -0.8 | 16.4 | 5.1% | 0.3% | 2.7% | -6.6 | 1.5% | 8.0%
COc1cccc(CNC(=O)c2cc3ccccn3n2)c1 | 15.5 | 3.7% | -5.1 | 3.0 | 24.1% | 9.4% | -3.7% | 2.2 | 0.5% | 7.7%
COC(=O)c1ccc(C(=O)OC)c(NC(=O)CSc2ccccn2)c1 | 28.0 | 1.4% | -1.5 | 3.6 | -4.5% | 2.6% | -40.7% | -8.4 | 5.5% | -3.2%
CCOC(=O)/C(N=Nc1sc(C(=O)OC)c(C)c1C(=O)OCC)=C(\O)CCl | 7.5 | 3.0% | -6.1 | 11.2 | -11.9% | -4.1% | 1.2%[46.1 µM] | -23.2 | 17.3% | -6.4%
COc1ccc(C(C(=O)Nc2ccc(C(C)C)cc2)N(Cc2ccco2)C(=O)CC2NC(=O)NC2=O)cc1 (centres undefined) | -8.0 | -13.4% | -1.0 | 21.2 | ? | 0.0% | 6.4% | 25.9 | 9.2% | -2.1%
CCS(=O)CCSc1nc2ccccc2s1 (centres undefined) | 13.7 | -9.7% | -4.0 | -4.9 | ? | 4.8% | 2.0% | 10.0 | -0.1% | 29.5%
COC(=O)c1ccccc1OCC(=O)N1CCN(c2ccc(OC)cc2)CC1 | -2.1 | 1.1% | -16.4 | 3.6 | -36.1% | -1.0% | 4.2% | -26.8 | 3.1% | 7.8%
Cc1nc(SCc2ccc(O)c([N+](=O)[O-])c2)c([N+](=O)[O-])[nH]1 | 0.1 | -3.2% | -4.7 | -12.3 | -3.7% | -3.0% | 1.5% | 0.1 | 7.7% | 1.7%
C/C(=N\NC(=O)Cn1cc([N+](=O)[O-])cn1)c1ccco1 | 0.9 | -0.9% | -0.1 | -0.4 | 20.5% | 6.1% | 5.6% | 9.5 | -0.3% | 2.2%
O=C(Cn1cnc2ccc(Br)cc2c1=O)c1cccs1 | . | 1.3% | -12.7 | -4.5 | 13.7% | -3.4% | -6.0% | -33.8 | -2.6% | 3.0%

Source: PubChem (National Center for Advancing Translational Sciences (NCATS))

Some of the compounds tested; rates above refer to the full screens.
